hERG WT inh – blocks the wildtype human KCNH2 potassium channel; Q12809; U2OS, BacMam KCNH2, thallium flux FluxOr; active compounds read low; activity change, % at 1.84 µM; 340,000 tested, 0.37% active;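 active = maximum activity change below -70%; inconclusive = maximum activity change between -70% and -50%; inactive = maximum activity change above -50%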; also: % is scaled to controls: 0 for no effect and ±100 for the full control effect
Target sequence (Q12809 whole entry, looked up): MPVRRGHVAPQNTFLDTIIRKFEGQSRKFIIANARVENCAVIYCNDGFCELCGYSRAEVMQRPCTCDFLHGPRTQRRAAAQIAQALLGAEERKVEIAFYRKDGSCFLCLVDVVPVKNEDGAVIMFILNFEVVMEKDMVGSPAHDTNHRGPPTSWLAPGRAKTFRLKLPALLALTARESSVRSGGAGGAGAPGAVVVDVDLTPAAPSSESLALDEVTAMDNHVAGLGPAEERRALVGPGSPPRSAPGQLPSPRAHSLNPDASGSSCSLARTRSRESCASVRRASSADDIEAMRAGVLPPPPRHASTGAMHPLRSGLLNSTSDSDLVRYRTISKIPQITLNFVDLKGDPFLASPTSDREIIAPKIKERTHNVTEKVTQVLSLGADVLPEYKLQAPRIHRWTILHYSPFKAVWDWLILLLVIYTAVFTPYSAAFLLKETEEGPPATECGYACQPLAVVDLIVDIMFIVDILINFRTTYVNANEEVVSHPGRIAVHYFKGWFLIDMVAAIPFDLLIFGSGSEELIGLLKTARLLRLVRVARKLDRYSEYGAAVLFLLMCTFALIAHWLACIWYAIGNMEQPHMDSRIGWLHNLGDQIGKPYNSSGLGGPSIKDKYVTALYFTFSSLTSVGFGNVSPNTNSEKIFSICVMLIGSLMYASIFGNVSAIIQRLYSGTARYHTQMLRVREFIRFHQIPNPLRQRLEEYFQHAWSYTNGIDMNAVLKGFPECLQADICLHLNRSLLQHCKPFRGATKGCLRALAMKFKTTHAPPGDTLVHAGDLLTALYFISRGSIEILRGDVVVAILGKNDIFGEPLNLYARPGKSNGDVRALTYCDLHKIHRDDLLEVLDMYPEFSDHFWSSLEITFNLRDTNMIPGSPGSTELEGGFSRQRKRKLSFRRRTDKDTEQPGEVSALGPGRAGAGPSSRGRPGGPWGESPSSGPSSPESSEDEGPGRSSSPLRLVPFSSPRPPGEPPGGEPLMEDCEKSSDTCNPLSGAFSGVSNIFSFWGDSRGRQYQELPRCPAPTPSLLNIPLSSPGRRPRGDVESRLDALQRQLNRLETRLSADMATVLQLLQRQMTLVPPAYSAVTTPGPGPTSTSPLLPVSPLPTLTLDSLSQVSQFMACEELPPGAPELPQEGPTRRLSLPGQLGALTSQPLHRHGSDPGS
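U2OS cells transduced with wild-type KCNH2 virus are loaded with FluxOr dye for 45 min, and thallium flux is measured in kinetic reads before and after stimulation buffer. Rate constants are normalized to DMSO controls.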
Integrin act MD – integrin-mediated muscular dystrophy alleviation activation | 350,000 tested, 0.064% active | alpha7betagal myoblasts, beta-gal FDG fluorescence, 48 h | AID 624291 | Potency, µM (series often up to 38.3 µM), for inactives: at the highest dose activation, usual class: activators;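 also: potency is read from the fitted curve at half-maximal effect; 100% = response of the positive control SU9516; nearly all actives have a fitted effect of over 60% in size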
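Alpha7betagal+/- myoblasts (passage 13) were plated 16-24 hr, then exposed to compounds (1:260 dilution of DMSO stock) for 48 hours at 37C. After MPER lysis, β-galactosidase reporter activity was read as FDG fluorescence (ex 480/em 540) after 30 minutes.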
CXXC DNA block – blocks binding of human MLL CXXC domain to DNA. Potency, µM (titrated, usually from 115 µM), for inactives: top-dose activity change, negative = inhibition, hits mostly inhibitors. MLL-CXXC / FITC-HOXA9 DNA fluorescence polarization. 290,000 tested, 0.037% active; active = well fitted inhibition curve with a large enough effect in the polarisation, with a control signal flat, not every such curve was filed as active; inconclusive = small, poorly fitted or top-dose-only effect, or effect the other way, or a change in a side signal; inactive = no such curve, though single readings can be large or run the other way; the % refers to the polarisation; also: potency is read from the fitted curve at half-maximal effect
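Steps: dispense CXXC domain solution (7 uM) → pin compounds or unlabeled HOX-A9 DNA control → 5 min ambient → add FLSN-HOX-A9 solution (50 nM) → spin → 30 min ambient → fluorescence polarization. Tris pH 7.5/NaCl/DTT/BSA buffer.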
AT treatment – potential ataxia-telangiectasia treatment; […] A-T fibroblasts, KAP-1 phosphorylation AlphaLISA; neocarzinostatin DNA damage 30 min before lysis; Potency, µM (titrated, usually from 57.5 µM), for the others: at the top dose activation, actives largely listed as activators; 320,000 tested, 0.19% active; also: potency is read from the fitted curve at half-maximal effect; % of control where 0% means no effect; nearly all actives have a fitted effect of over 45% in size
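ATM-like activity read as KAP-1 phosphorylation via AlphaLISA donor/acceptor antibody pairs after lysis and 6 hr at 25C. Cells were ATM-null patient fibroblasts ([…], hTERT), dosed 60 min, then exposed to the DSB inducer NCS for 30 min.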
KCNH2 3.1 block – blocks the human KCNH2 3.1 channel isoform. 340,000 tested, 0.95% active. U2OS KCNH2 3.1, thallium flux FluxOr; active compounds read low. activity change, % (tested at about 1.8 µM);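 active = maximum activity change below -70%; inconclusive = maximum activity change from -70% to -50%; inactive = maximum activity change above -50%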;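 also: thallium influx rate constant from kinetic fluorescence after stimulation buffer; % is scaled to controls: 0 for no effect and ±100 for the full control effect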
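FluxOr-based Tl+ influx in U2OS cells transduced with KCNH2 3.1 virus; rate constants normalized to DMSO controls.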
MBNL1-CUG inh – MBNL1-poly(CUG) RNA binding inhibition. TR-FRET MBNL1-His/biotin-(CUG)12 binding, 665/545 ratio. Potency, µM (top dose mostly 57.5 µM), without a hit: top-dose activity change, negative = inhibition, hits mostly inhibitors. 280,000 tested, 0.036% active; active = well fitted inhibition curve with a large enough effect in the signal ratio, with a control signal flat, not every such curve was filed as active; inconclusive = small, poorly fitted or top-dose-only effect, or effect the other way, or a change in a side signal; inactive = no such curve, though single readings can be large or run the other way; the % refers to the signal ratio; also: potency is read from the fitted curve at half-maximal effect; % is scaled to controls: 0 for no effect and ±100 for the full control effect
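Inhibition of protein-RNA binding appears as loss of TR-FRET between terbium anti-His antibody on MBNL1-His and streptavidin-XL665 on biotin-(CUG)12. Activity is normalized to buffer-only and uninhibited-complex controls.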
FBPA coupling cs – coupling enzyme interference in Giardia aldolase counter-screen; AID 2472; coupling enzyme system counterscreen, AmpLite Red fluorescence; 290,000 tested, 0.67% active; activity change, negative = inhibition, % at 58.2 µM, hits read low; in the data active = activity change below about -30%; also: % is scaled to controls: 0 for no effect and ±100 for the full control effect
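Compounds tested against the coupling enzymes alone at 57.5 uM final; readout was AmpLite Red fluorescence (525/598 nm) after 20 min at RT.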
TRPV1 agonist – agonists of human vanilloid receptor 1 (TRPV1) | activation, % at 8.33 µM | 320,000 tested, 0.19% active | TRPV1-expressing cells, Fluo-8 calcium influx, agonist mode | Q8NER1; in the data active = activation above about 80%; inconclusive = between about 30% and that limit; also: 0% is about no effect
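TRPV1-expressing cells were cultured overnight at 35.5C and loaded with Fluo-8 calcium dye for 40 to 90 min at room temperature. After a 10 s baseline, compound was added and calcium influx was read kinetically for 3 min (ex 480/em 520 nm).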
ASM inhibitor – inhibitors of human secretory acid sphingomyelinase | AID 504937 | 340,000 tested, 0.006% active | placental ASM, HMU-PC fluorogenic substrate, 60 min | P17405 | Potency, µM (series often up to 57.5 µM), for inactives: at the top dose activity change, negative = inhibition, usual class: inhibitors; also: potency is read from the fitted curve at half-maximal effect
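Human placenta-derived ASM enzyme was preincubated with compound for 10 minutes at room temperature, then given fluorogenic substrate HMU-PC0 (9 uM final) for 60 minutes at 37 °C; a pH 10 stop preceded fluorescence reading at Ex 386/Em 447 nm.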
GALK inhibitor – inhibitors of human galactokinase | Potency, µM (series often up to 57.5 µM), for the others: at the top dose activity change, negative = inhibition, most hits filed as inhibitors | AID 1868 | Purified GALK, Kinase-Glo residual ATP luminescence | 270,000 tested, 0.007% active; also: potency is read from the fitted curve at half-maximal effect; % is scaled to controls: 0 for no effect and ±100 for the full control effect
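5 nM enzyme, 35 uM ATP, 100 uM galactose, 20 mM HEPES pH8.0, 5 mM MgCl2; 1 h RT; residual ATP by Kinase-Glo Plus luminescence, qHTS format.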
* marks the source's active call; other numbers are inactive results; u = inconclusive; x = not tested or not shown; [ ] = dose if it differs, or a comment. Unless noted, calls follow the shape of the dose curve; as a rule, active = well fitted curve in the direction sought with a large enough effect; inconclusive = small, poorly fitted or top-dose-only effect, or another doubt; inactive = no such curve, though single readings can be large; an effect the other way counts as inactive or inconclusive.

SMILES	hERG WT inh	Integrin act MD	CXXC DNA block	AT treatment	KCNH2 3.1 block	MBNL1-CUG inh	FBPA coupling cs	TRPV1 agonist	ASM inhibitor	GALK inhibitor
O=C(O)c1cc(S(=O)(=O)Nc2ccc3cn[nH]c3c2)ccc1Br	-2	33%	x	22%	-18	x	x	-1	9%	x
CN(Cc1c(C(=O)N/N=C/c2cccc(Cl)c2)nnn1-c1nonc1N)c1ccccc1	3	4%	5%	2%	2	-4%	-23	16	-14%	9%
O=C(CCSCCC(=O)NCc1ccc(F)cc1)NCc1ccc(F)cc1	0	14%	-28%	5%	7	-4%	3	1	4%	1%
CCc1cc(=O)oc2cc(C)cc(OC(C)C(=O)NCc3ccccn3)c12 (stereo not given)	-19	-23%	-5%	17%	7	-1%	4	1	4%	-2%
Cc1nn(-c2ccc(Cl)cc2)c2sc(C(=O)c3c(N)n(C)c(=O)n(C)c3=O)cc12	-7	-19%	4%	-6%	-1	2%	2	0	-1%	x
Cc1ccc(C(=O)N/C(=C/c2ccco2)C(=O)N2CCCCCC2)cc1	-2	2%	8%	1%	7	8%	3	20	2%	4%
O=C(CCCSc1nnnn1-c1cccc2ccccc12)c1ccc(F)cc1	-3	-53%[inhibitor]	0%	13%	-24	0%	8	-1	-2%	3%
Cc1cc(OCCCn2cnc3ccccc3c2=O)ccc1[N+](=O)[O-]	21	-17%	2%	-6%	-2	x	1	7	4%	2%
Cc1ccc2nc(NNC(=O)c3ccc(S(=O)(=O)N4CCc5ccccc5C4)cc3)sc2c1	-9	18%	0%	-14%	6	62%[activator]	-3	1	-11%	x
O=c1c(Cl)c(Cl)cnn1Cc1nnc(-c2ccc(Cl)cc2)o1	19	-65%[inhibitor]	2%	-6%	8	175%[activator]	3	6	-1%	-3%
COc1cc(/C=N/NC(=O)CCC(=O)Nc2ccc(F)cc2)ccc1O	-9	-14%	9%	0%	-5	12%	0	0	69%[activator]	1%
CCN(CC)C(=O)COc1c(-c2ccco2)oc2ccccc2c1=O	-5	-23%	-1%	3%	5	u	0	7	91%[activator]	3%
O=C(O)CN1C(c2ccccc2O)Nc2ccc(Br)cc2C1c1ccccc1 (stereo not given)	-4	-28%	16%	-5%	12	-10%	1	-2	-2%	-1%
CCOCCCNC(=O)c1cc2c(=O)n(CC)c3ccccc3c2s1	5	-17%	4%	-11%	-5	u	1	11	6%	3%
Cc1ccc(CN2CCN(Cc3cnc(C)s3)CC2CCO)cc1 (stereo not given)	4	23%	-1%	5%	4	9%	3	1	-1%	-2%
COc1ccc(CCNC(=O)c2ccc(N(C)S(=O)(=O)c3ccc(C)cc3)cc2)cc1	6	u	2%	1%	-18	-6%	-7	-11	-2%	2%
COCc1nc2ccccc2n1Cc1cccc(C)c1	-7	-21%	-8%	6%	2	2%	4	u	3%	-1%
CSc1nc(NC(C)=O)nc(C)c1Cl	-20	8%	2%	0%	6	2%	-1	-4	3%	1%
CC(=O)Nc1c2c(nn1-c1ccc(C)cc1C)CSC2	-2	-39%	-4%	2%	2	1%	4	1	4%	3%
COc1ccc(OC)c(N(CC(=O)NC2CC3CCC2C3)S(=O)(=O)c2ccccc2)c1 (stereo not given)	1	-18%	10%	-4%	21	3%	2	u	1%	-2%
CCn1cc(C(=O)N[C@@H](C)C(=O)NCCCO)c(=O)c2cc3c(cc21)OCO3	-5	-16%	9%	-2%	-5	-5%	-1	0	1%	-1%
O=c1nc2n(Cc3ccccc3)c3ccccc3cc-2c(=O)[nH]1	x	x	-10%	2%	x	u	3	-1	x	2%
NS(=O)(=O)c1ccc(CCNC(=O)C2CCCCC2)cc1	-3	8%[7.66 µM]	1%	2%	4	-2%	1	-1	7%	0%
O=C(Nc1ccccc1N1CCCC1)c1ccc([N+](=O)[O-])cc1Cl	-1	9%	-3%	3%	14	11%	-3	11	0%	4%
CCN(CC)C(=O)[C@H]1C[C@H](CC(=O)NCc2ccc(OC)c(OC)c2)C(=O)N2CCc3c([nH]c4cc(CCC(=O)N(C)C)ccc34)[C@]12C	0	7%	x	6%	-8	x	x	x	6%	x
Cc1ccccc1NC(=O)Cn1nnc2c(cnn2-c2ccc(F)cc2)c1=O	-6	22%	49%[activator]	-3%	7	-2%	4	1	-1%	x
CCN1CCN(c2ccc(S(=O)(=O)N3CCCCC3)cc2NC(=O)c2ccc(C)c(C)c2)CC1	14	-45%[inhibitor]	x	x	-10	x	x	x	-1%	x
CC(C)(/C=N/O)N(O)C=C1C=CC(=O)C=C1	-3	-12%	-2%	-8%	2	x	2	0	-2%	-3%
COc1cc(NC(=S)NC(=O)C(C)C)ccc1NC(=O)c1cc2ccccc2o1	-10	8%	-1%	3%	11	-9%	1	6	36%	1%
Cc1c(NS(=O)(=O)c2cccc(C(=O)NCc3ccc(Cl)cc3)c2)c(=O)n(-c2ccccc2)n1C	6	-11%	3%	-1%	-6	-7%	6	29	2%	0%
COc1cc(NC(=O)c2ccc3c(c2)OCO3)c2ncccc2c1	8	-4%	-1%	x	-11	-5%	3	13	7%	0%
Cc1cc(C=C2C(=O)c3ccccc3C2=O)c(C)n1-c1ccccc1	13	-3%	u	0%	-1	7%	-17	21	-17%	-1%
Cc1cccc(CC(C)NC(=O)CCc2nnc(CCCCc3ccccc3)o2)n1 (stereo not given)	6	37%	57%[activator]	1%	x	13%	2	0	1%	-2%
CCC1CCCCN1C(=O)c1ccc([N+](=O)[O-])o1 (stereo not given)	3	-41%	3%	-2%	-4	u	1	1	-2%	-2%
Cc1cccc(NC(=O)CCNS(=O)(=O)c2cc(Br)cnc2N)c1C	7	-30%	4%	10%	5	-4%	-1	-1	-3%	-3%
CSc1nnc2c(n1)OC(C)=Nc1ccccc1-2	-10	6%[7.66 µM]	-12%	-8%	9	u	-2	0	0%	2%
CC(=O)N1CCc2c(sc(NC(=O)CCS(=O)(=O)c3ccc(C)cc3)c2C#N)C1	-20	u	x	2%	-10	x	x	14	25%	x
CN(CC(=O)Nc1ccc(F)cc1)C(=O)COC(=O)CN1C(=O)NC2(CCCC2)C1=O	-4	13%	4%	15%	-15	-4%	x	0	5%	1%
O=C(CN1CCN(CC(=O)Nc2ccccc2F)CC1)Nc1cccc(F)c1	8	8%	20%	-3%	-40	6%	0	0	-7%	4%
CC(=O)c1cccc(N(C(=O)CNC(=O)c2ccco2)C(C(=O)NCC2CCCO2)c2ccccc2)c1 (stereo not given)	-7	-5%	-4%	-2%	2	-4%	0	0	1%	17%
O=C(COC(=O)c1ccc(O)cc1)Nc1ccc(Cl)cc1	0	0%	-2%	-1%	9	1%	-5	14	-2%	0%
CCN1CCN(C(=O)CCc2nc3ccccc3c(=O)[nH]2)CC1	-8	-4%	-6%	-5%	6	5%	1	1	3%	-1%
CCCc1nc2ccccc2n1Cc1ccccc1OC	11	5%	8%	1%	-13	x	6	u	-1%	0%
COc1ccc(CNC(=O)C[C@H]2C[C@H](C(=O)N3CCOCC3)[C@@]3(C)c4[nH]c5cc(-c6ccco6)ccc5c4CCN3C2=O)cc1OC	-12	20%	x	0%	7	x	x	x	-3%	x
O=C(Nc1cc([N+](=O)[O-])ccc1N1CCOCC1)c1cccs1	0	36%	0%	8%	2	u	x	2	-1%	-1%
NNC(=O)c1ccc(Cn2cc(Cl)cn2)o1	7	17%	-2%	6%	-16	x	0	10	4%	0%
O=C(Nc1ccccc1N1CCCC1)c1ccccc1Cl	-10	19%	5%	-1%	-15	-2%	-1	13	-1%	5%
CCOc1ccc(NC(=S)Nc2cccc3ccccc23)cc1	6	-12%	u	-5%	-2	u	1	-7	-3%	7%
COc1ccccc1N1CCN(/N=C/c2c(C)nn(-c3ccccc3)c2C)CC1	3	-15%	0%	-15%	-17	-3%	-15	-5	0%	0%
CC(OC(=O)c1ccccn1)C(=O)Nc1nc(-c2ccc(F)c(F)c2)cs1 (stereo not given)	0	3%	x	1%	12	x	x	x	0%	x
COc1c(F)c(F)c(C(=O)O)c(Nc2ccc(C)cc2)c1F	5	-34%[7.66 µM]	-15%	0%	-15	-5%	14	2	6%	5%
CC(=O)c1c(-c2ccccc2)c2cc([N+](=O)[O-])ccc2[nH]c1=O	4	20%	6%	3%	-2	u	0	-1	-14%	0%
Cc1cccc2cc(COC(=O)C(C)C)c(=O)[nH]c12	2	-3%	10%	-25%	-5	4%	5	2	-4%	7%

High-throughput results: PubChem, National Center for Advancing Translational Sciences (NCATS)

Not a hit list. About 2% of those tested had a hit in this group.
